# All columns: NCI-60 one-dose screen, growth in % after 48 h at 10 µM unless noted; 100 = growth as untreated, 0 = no growth, -100 = all killed.
# HL-60(TB): HL-60(TB) leukemia cells | AID 1794776 | hit rate 9% among 78,000; active = growth percent below 10
# An asterisk follows results filed as active; & = joins results of further samples. Some of the compounds tested; rates above refer to the full screens.
SMILES,HL-60(TB)
CC(C)/C=C/C(C)C(=O)CC(=O)OC(C)C (stereo not drawn),87
C/C=C/C1C(/C=N/Nc2ccccc2)C(C#N)(C#N)C1(C#N)C#N (stereo not drawn),89
COc1ccc(-c2c(N)n[nH]c2-c2cc(OC)c(OC)c(OC)c2)cc1,15
CC(C)(C(N)=O)N1CCN(c2ccc(Cl)cc2)CC1,91
C[C@@]12c3ccsc3CCN1C(c1ccccc1)=NN2c1ccccc1,101
Cc1cnc(SCc2ccc(Cl)cc2Cl)nc1SCc1ccc(Cl)cc1Cl,105
C=CCSc1nnc(COc2ccc3c(C)c(Cc4ccccc4)c(=O)oc3c2C)o1,96
NS(=O)(=O)c1ccc(NCc2cn(-c3ccc(C(=O)O)cc3)nc2-c2ccc(F)cc2)cc1,100
Nc1ccc2c(c1)C(O)c1ccc(Cl)cc1-2 (stereo not drawn),74
C=C(C)[C@@H]1CC[C@]2(C(=O)NC3CCCCC3)CC[C@]3(C)[C@H](CC[C@@H]4[C@@](C)(CCC#N)[C@H](C(=C)C)CC[C@]43C)[C@@H]12,77
COc1cc(C2N=C(NN)NC(C)=C2C(C)=O)ccc1O (stereo not drawn),98
O=C(COc1cccc2cccnc12)Nc1ccc(C(=O)/C=C/c2ccc(F)cc2)cc1,87
O=C(CCN1C(=O)CCC1=O)Nc1ncc(Cc2ccccc2Cl)s1,99
COc1ccc(-c2[nH]ncc2CNc2cc3cc(OC)c(OC)cc3c(C)n2)cc1,77
O=C(Cn1nnc2ccccc21)N/N=C/c1ccccc1O,81
COc1ccc(/C=N\NC(=O)C[N+](C)(C)C)cc1,84
COC(=O)c1ccc([N+](=O)[O-])cc1C(=O)OC,94
COc1ccc(-c2nn(Cc3ccccc3)c3c2-c2oncc2CC3)cc1,95
COc1ccccc1CC(=O)O,68&98
Nc1nc(-c2ccccc2)c(N=Nc2ccccc2)s1,59

# Part of the list above, with each value named.
> C[C@@]12c3ccsc3CCN1C(c1ccccc1)=NN2c1ccccc1
  HL-60(TB): 101

> Cc1cnc(SCc2ccc(Cl)cc2Cl)nc1SCc1ccc(Cl)cc1Cl
  HL-60(TB): 105

> C=CCSc1nnc(COc2ccc3c(C)c(Cc4ccccc4)c(=O)oc3c2C)o1
  HL-60(TB): 96

# Next results follow.
SMILES,HL-60(TB)
O=C(O)c1ccccc1C(=O)c1cc(Cl)cc(Cl)c1O,96
COc1ccc(CC(O)CO)cc1OCc1ccccc1 (stereo not drawn),85
CN1CCN(c2ccc3nc(/N=C/c4ccc5sc(-c6ccc(Cl)cc6)nc5c4)sc3c2)CC1,108
NNc1ccccc1C(=O)O,49
COC(=O)CCC(=O)c1ccccc1,95
COc1cc(N(CCCl)CCCl)c(OC)cc1/C=N/NC(=O)CC(N)C(=O)O (stereo not drawn),108
c1ccc(-c2ccc3cnc4sc(-c5ccccc5)nc4c3n2)cc1,98
NC1=NC2(C(=O)c3ccccc3C2=O)n2c(nc3ccccc32)N1,104
COc1cccc(Oc2nccc(-c3cn(CC(N)=O)nc3-c3cc(C)cc(OC)c3)n2)c1,105
CCOC(=O)C1=C(C)NC(SCc2nc(C)c(C)nc2C)N=C1c1ccc(OC)cc1 (stereo not drawn),81
C#CC1(OC(O)C(Cl)(Cl)Cl)CCCCC1 (stereo not drawn),94
O=c1cc(-c2nccc3c2[nH]c2ccccc23)c2ccc(O)cc2o1,97
CN1C(=O)N(C)C2Nn3c(s/c(=C4\C(=O)Nc5ccccc54)c3=O)=NC21 (stereo not drawn),89
Cc1ccc2nc3c(cc2c1)C1C(CON1c1ccccc1)CS3 (stereo not drawn),93
O=[N+]([O-])c1ccc(-c2ncc(-c3ccc(Br)cc3)o2)cc1,77
Cc1ccc(OC(=O)N(C)C)cc1,116
O=C(O)c1cn(C2CC2)c2cc(N3CCN(C(=O)/C=C/c4ccc(Cl)cc4)CC3)c(F)cc2c1=O,60
COc1nc2ccc(C)cc2cc1/C=C1/C=C(c2ccccc2)OC1=O,95
NS(=O)(=O)c1ccc(Nc2nc(NN=C(c3ccccc3)c3ccccc3)nc(Nc3ccccc3)n2)cc1,41
CCOC(=O)c1cnn(CC(O)CC)c1NC(=O)NCc1cccc(C(F)(F)F)c1 (stereo not drawn),74
CCCCCC1(C(OC)OC)NC(=O)N(C)C1=O (stereo not drawn),106
CC(=O)OC(NC(=O)NC(OC(C)=O)C(Cl)(Cl)Cl)C(Cl)(Cl)Cl (stereo not drawn),111
CCOC(=O)C1=C(C)NC(C)=C(C(=O)OCC)C1c1cccc([N+](=O)[O-])c1,97
c1ccc(-c2nc(-c3c[nH]c4ccccc34)cs2)cc1,72
O=C(N/N=C/c1c[nH]c2ccccc12)Nc1ccccc1,87
CC(=C(c1ccc(OCCN(C)C)cc1)c1ccc(OCCN(C)C)cc1)c1ccc(Cl)cc1,-53*
c1cc(-c2nsc(-c3ccncc3)n2)ccn1,87
COc1ccc(C2N(C)c3ccccc3N2C)cc1,95
Cc1ccc(/C=C/C2=NN(c3ccc(-c4ccc(Cl)cc4)nn3)C(c3ccc(C)o3)C2)o1 (stereo not drawn),85
CCn1cc(C(=O)N[C@H]2C(O)[C@@H](O)C(CO)O[C@H]2O)c(=O)c2cc(F)c(N3CCN(C(C)=O)CC3)cc21 (stereo partly drawn),100

# Taken from above:
# `COc1ccc(C2N(C)c3ccccc3N2C)cc1` in HL-60(TB): 95
# `Cc1ccc(/C=C/C2=NN(c3ccc(-c4ccc(Cl)cc4)nn3)C(c3ccc(C)o3)C2)o1` (stereo not drawn) in HL-60(TB): 85
# `c1cc(-c2nsc(-c3ccncc3)n2)ccn1` in HL-60(TB): 87

# Other records.
SMILES,HL-60(TB)
COc1ccc(-c2c(-c3cc4c(c(OC)c3OC)OCO4)noc2N)cc1,17
O=S(=O)(O)c1cc(O)c2c(N=Cc3ccccc3O)c(S(=O)(=O)O)ccc2c1,101
COc1ccc(C2(c3ccc(OC)cc3)c3ccccc3C(=O)c3ccccc32)cc1,87
CCOc1ccc2nc(NCc3ccncc3)sc2c1,102
CCCCCCn1c(-c2ccc(-c3nc(-c4ccc(OC)cc4)no3)cc2)nc(-c2ccccc2)c1-c1ccccc1,102
COc1cc(C)c(Cc2cnc(N)nc2N)cc1OC,129
CC(=O)NC(Cc1cc(I)c(OC(C)=O)c(I)c1)C(=O)O (stereo not drawn),87
COC(=O)[C@@H](OC)[C@@H]1Cc2cc3cc(OC4CC(OC5CC(O)C(O)C(C)O5)C(O)C(C)O4)c(C)c(O)c3c(O)c2C(=O)[C@H]1OC1CC(OC2CC(OC3CC(C)(O)C(O)C(C)O3)C(O)C(C)O2)C(O)C(C)O1 (stereo partly drawn),-34*
COc1ccc(-c2nc3ncccn3c2-c2nnc(-c3ccc(F)cc3)o2)cc1,91
O=[N+]([O-])C1C2OC3(CCCCC3)OC2C([N+](=O)[O-])[C@H](c2c[nH]c3ccccc23)c2c([nH]c3ccccc23)[C@@H]1c1c[nH]c2ccccc12 (stereo partly drawn),103

# 4 structures already listed, sorted by SMILES length, highest first:
SMILES,HL-60(TB)
CCCCCCn1c(-c2ccc(-c3nc(-c4ccc(OC)cc4)no3)cc2)nc(-c2ccccc2)c1-c1ccccc1,102
O=S(=O)(O)c1cc(O)c2c(N=Cc3ccccc3O)c(S(=O)(=O)O)ccc2c1,101
COc1ccc(-c2c(-c3cc4c(c(OC)c3OC)OCO4)noc2N)cc1,17
CCOc1ccc2nc(NCc3ccncc3)sc2c1,102

# (cont.)
SMILES,HL-60(TB)
O=c1nc(N2CCOCC2)oc2c(-c3cccc4c3oc3ccccc34)cccc12,94
N#Cc1c2c(nn(-c3ccccc3)c1=O)C(O)=C([N+](=O)[O-])C(c1ccccc1[N+](=O)[O-])C2 (stereo not drawn),108
NS(=O)(=O)c1ccc(N/N=C(/CS(=O)(=O)c2ccccc2)c2cc3ccccc3oc2=O)cc1,98
COC(=O)C1=C(C(=O)c2cccc(OC)c2OC)C(c2c(F)cccc2Cl)C(C#N)=C(N)O1 (stereo not drawn),103
CC(C)N(CCOc1cccc(-c2nc3sccn3c2-c2ccnc(S(C)(=O)=O)n2)c1)C(C)C,81
O=C1NC(c2cccc([N+](=O)[O-])c2)c2sc3c(F)cccc3c2C1N1CCOCC1 (stereo not drawn),97
Clc1ccc2c(c1)C[C@H]1C[C@@H](c3cccs3)N2O1,107
O=C1C(P(=O)(O)O)CC(O)N1O (stereo not drawn),101
C=C1C(=O)O[C@H]2[C@H]1CC/C(COC(=O)NCc1nc3ccccc3[nH]1)=C\CC[C@@]1(C)O[C@@H]21,17
CC1(C)CC(=O)C(C(C2=C(O)CC(C)(C)CC2=O)c2cc3ccccc3[nH]c2=O)=C(O)C1,106
CC(=O)c1ccc2c(c1)C(C)(C)C(C)CC2(C)C (stereo not drawn),90
O=C(/C=C/c1cccc(Cl)c1)c1ccccc1,82&95
COc1cc(C=NNC(=O)c2ccc3nc(-c4c(C)nn(-c5ccccc5)c4N4CCCC4)[nH]c3c2)ccc1O,99
CCc1cccc(CC)c1NC(=O)CCl,76
COc1ccc(C(=O)c2ccc(OC)c(OC)c2)cc1OC,92
CC(=O)OCC1OC(OC(C)=O)C(NC(=O)NS(=O)(=O)c2ccc(Br)cc2)C(OC(C)=O)C1OC(C)=O (stereo not drawn),99
OC(Cn1nnc2ccccc21)Cn1c2ccc(Br)cc2c2cc(Br)ccc21 (stereo not drawn),93
O=[N+]([O-])c1cc(S(=O)(=O)OCC2CO2)ccc1Cl (stereo not drawn),80
COc1cc(OC)cc(/C(C)=N/NC(=O)CSc2nc3ccccc3c(=O)n2CCc2ccc(S(N)(=O)=O)cc2)c1,97
CC(=O)c1c(Nc2ccc(F)c(F)c2F)[nH]c2c(F)cc(F)cc2c1=O,-48*
COc1ccc(S(=O)(=O)NCCNc2nccc(-c3c(-c4ccc(F)cc4)nc4sccn34)n2)cc1,106
CC(=O)N1N=C(c2ccc(Cl)cc2)CC1c1cn(-c2ccccc2)nc1-c1ccc([N+](=O)[O-])cc1 (stereo not drawn),121
NCCS,131
Cc1ccc2c(CCO)c[nH]c2c1,109
CCC(CC)n1c(C)cc(=O)n1C(CC)CC,88
COC/C=C(/COC)OC,101
CC1CC(C)(C)NC(c2ccc(C(C)(C)C)cc2)=N1 (stereo not drawn),84
CCNC(=O)c1ccc(Cl)c(Cl)c1,104
O=C1/C(=C/c2ccccc2)CC/C1=C\c1ccccc1,75
CN1CCN(Cc2ccc(NC(=O)c3cncc(C#Cc4cnc(N)c5ccc(C#N)cc45)c3)cc2C(F)(F)F)CC1,-17*
CS(=O)(=O)c1ccc(-c2cnc3ccc(-c4cccc(C(=O)N5CCNCC5)c4)nn23)cc1,93
C[n+]1ccc(/C=C/c2ccncc2)c2ccccc21,49
Cc1cc(C)n2c(C)nnc2c1,102
COc1ccc(NC(=O)[C@H](CO)NC(=O)OC(C)(C)C)cc1C(=O)Nc1cccc(C2CC(=O)c3c(cc(OC)c(OC)c3OC)O2)c1 (stereo partly drawn),58
O=C(N1CCCCC1)N1CCCCC1,100
O=C1/C(=C/c2ccccc2Br)COc2ccc(O)cc21,17
O=C1CCC(NNC(=O)c2cccnc2)N1 (stereo not drawn),97
CN(C)CCOc1ccc(/C(=C(/CCCl)c2ccccc2)c2ccccc2)cc1,-33*
NC(=O)c1cc(Br)cc(Br)c1NS(=O)(=O)c1ccccc1,93
Cc1ccc(NC(c2cccc(Oc3ccccc3)c2)c2nnnn2C(C)(C)C)cc1 (stereo not drawn),81

# A second format for some results above:
O=C(N1CCCCC1)N1CCCCC1
  HL-60(TB): 100
O=C1/C(=C/c2ccccc2Br)COc2ccc(O)cc21
  HL-60(TB): 17
O=C1CCC(NNC(=O)c2cccnc2)N1 (stereo not drawn)
  HL-60(TB): 97
CN(C)CCOc1ccc(/C(=C(/CCCl)c2ccccc2)c2ccccc2)cc1
  HL-60(TB): -33*

# Additional compounds follow.
SMILES,HL-60(TB)
COc1ccc(-c2nc(SCCC(C)C)nc(Nc3ccc([N+](=O)[O-])cc3)c2C#N)cc1,80
CCOC(=O)C(CC(=O)O)=C(C(=O)OCC)C(=O)OCC,100
Cc1nnc2c3nnc(CCC(=O)O)n3c3ccccc3n12,98
Nc1ccc2cc(S(=O)(=O)O)cc(O)c2c1N=Nc1ccc([N+](=O)[O-])cc1S(=O)(=O)O,99
c1cnc2[nH]cc(-c3ccc(-c4c[nH]c5ncccc45)s3)c2c1,26
CC(c1cccc(O)c1)N(C)C (stereo not drawn),94
CCN1CCN(c2cc(C)nc(N(CCCNc3ccnc4cc(Cl)ccc34)Cc3ccc4c(c3)OCO4)n2)CC1,-67*
COc1ccc(S(=O)(=O)n2c3ccccc3n3ncc(-c4nnc(C)o4)c23)cc1,12
CC(=O)N1N=C(c2ccc(Nc3nc(Nc4ccc(Cl)cc4)nc(Nc4ccc(Cl)cc4)n3)cc2)CC1c1ccco1 (stereo not drawn),94
Clc1cccc(N2CCN(CCCN3CCN(c4ccccc4)CC3)CC2)c1,89
Cc1ccc(S(=O)(=O)n2cc(-c3csc(-c4cn(C)c5ncccc45)n3)c3ccccc32)cc1,62
C#CCC1(c2cc(OC)c(OC)c(OC)c2)NS(=O)(=O)c2ccccc21 (stereo not drawn),93
Cc1c(C(=O)NNC(=O)c2ccc(Cl)cc2)nnn1-c1ccc(Br)cc1,102
C=CCC1C(=O)NC(=O)NC1=O,82
ON=C1CCCC1,94
Cc1ccc(C(=O)N/N=C/c2ccc(N(C)C)cc2)cn1,152
O=c1c(-c2nc3ccccc3[nH]2)cc2ccccc2n1Cc1cn(Cc2ccccc2Cl)nn1,67
O=S1SC(c2ccccc2)=NN1c1cc(Cl)cc(Cl)c1 (stereo not drawn),78
CC(=O)OC(C)(C)C#CC(C)(C)OC(C)=O,106
CC(C)CC(NC(=O)OCC1c2ccccc2-c2ccccc21)C(=O)O (stereo not drawn),105
Cc1nn(-c2ccccc2)c2c1N=c1s/c(=C\c3ccc(C(F)(F)F)cc3)c(=O)n1CN2,91

# Compound activity (PubChem)
